Source: PubChem BioAssay
GalR3 antagonist: blocks the human galanin receptor 3; O60755; HEK293 GalR3-CNG cAMP membrane potential fluorescence; galR3 body fused to GalR1 C-terminus; inhibition, % at 3 µM; 360,000 compounds, 0.44% hits;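 active = inhibition above the screen-wide average plus 3 SD, cut at about 13% in these data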;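 note: forskolin and galanin both at EC90 stimulate the cells; cAMP rise reported by CNG channel membrane potential dye signal; 0% = forskolin plus galanin with DMSO and 100% = forskolin alone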
PHOSPHO1 block: PHOSPHO1 (human) inhibition. Q8TCT1. recombinant PHOSPHO1, absorbance phosphatase assay. inhibition, % at 13.3 µM. 290,000 compounds, 1.1% hits; in the data active = inhibition above about 60%
Target sequence (Q8TCT1 whole entry, looked up): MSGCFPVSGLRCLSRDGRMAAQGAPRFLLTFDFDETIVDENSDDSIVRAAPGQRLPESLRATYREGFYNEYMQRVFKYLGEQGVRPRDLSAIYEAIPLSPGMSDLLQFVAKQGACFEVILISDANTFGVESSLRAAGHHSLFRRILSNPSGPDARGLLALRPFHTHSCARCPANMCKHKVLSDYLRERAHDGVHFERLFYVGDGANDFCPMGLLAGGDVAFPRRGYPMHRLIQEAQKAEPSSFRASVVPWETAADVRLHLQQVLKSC
IMP-1 inhibitor: inhibitors of Pseudomonas aeruginosa IMP-1 metallo-beta-lactamase; 290,000 compounds, 0.45% hits; inhibition, % at 5.6 µM; purified IMP-1, nitrocefin hydrolysis, epi-absorbance fluorescence;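 active = inhibition above the mean plus 3 SD of all compounds in the same screening run, cut at about 4.5% in these data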;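 note: 0% = IMP-1 with DMSO and 100% = DMSO wells lacking enzyme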
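System: Purified recombinant IMP-1 metallo-beta-lactamase enzyme | Measured by: Fluorescence quenching readout, ex 480/em 530 nm | Replication: Singlicate | Incubation: 15 min preincubation plus 25 min reaction at 25 °C | Evaluation: Percent inhibition from optical density relative to buffer-blank wells | Benchmarks: DMSO with and without IMP-1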
GPR7 antag: blocks human GPR7 receptor signaling; 290,000 compounds, 1.1% hits; P48145; inhibition, % at 4.4 µM; GPR7-expressing cells, fluorescence antagonist assay; in the data active = inhibition above about 16%, passing the limit was not always enough;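 note: cells stimulated with the agonist NPW; 0% = agonist with vehicle and 100% = vehicle without agonist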
Target sequence (P48145 whole entry, looked up): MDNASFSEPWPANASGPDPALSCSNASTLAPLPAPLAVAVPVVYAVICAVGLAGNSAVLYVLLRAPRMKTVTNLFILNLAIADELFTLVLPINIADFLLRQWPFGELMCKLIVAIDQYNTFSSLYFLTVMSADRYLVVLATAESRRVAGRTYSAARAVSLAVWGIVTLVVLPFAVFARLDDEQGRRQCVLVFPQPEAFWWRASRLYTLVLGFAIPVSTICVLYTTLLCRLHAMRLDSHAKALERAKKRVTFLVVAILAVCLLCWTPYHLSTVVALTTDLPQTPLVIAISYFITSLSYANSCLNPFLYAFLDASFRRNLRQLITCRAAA
OXTR ag: activates the human oxytocin receptor. 320,000 compounds, 0.32% hits. activation, % at 3 µM. CHO-OTR cells, Fluo-8 calcium fluorescence; normalized: DMSO 0%, oxytocin 100%;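 active = activation above the mean of all tested compounds plus 3 SD, cutoff set per screening run, cut at about 20% in these data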;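 note: peak over basal fluorescence ratio from a 100 s FLIPR kinetic read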
Target sequence (P30559 whole entry, looked up): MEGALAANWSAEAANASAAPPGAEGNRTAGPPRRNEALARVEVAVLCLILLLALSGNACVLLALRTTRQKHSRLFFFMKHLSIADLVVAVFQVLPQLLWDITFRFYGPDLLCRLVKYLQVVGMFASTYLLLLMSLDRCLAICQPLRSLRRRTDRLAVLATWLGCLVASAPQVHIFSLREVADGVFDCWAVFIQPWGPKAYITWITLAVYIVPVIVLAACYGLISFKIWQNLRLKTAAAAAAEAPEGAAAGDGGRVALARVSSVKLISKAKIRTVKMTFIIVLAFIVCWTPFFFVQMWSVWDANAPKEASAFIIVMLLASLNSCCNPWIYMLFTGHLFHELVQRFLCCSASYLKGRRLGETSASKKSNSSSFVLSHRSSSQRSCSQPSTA
HCV NS3 hel inh: HCV NS3 helicase inhibition | NS3 helicase DNA unwinding, Cy5 molecular beacon fluorescence | inhibition, % at 10.9 µM | 290,000 compounds, 0.56% hits | AID 1800;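 active = inhibition above the mean of all tested compounds plus 3 SD, set per campaign, cut at about 35% in these data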;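 note: 0% = DMSO wells and 100% = thioflavine S control wells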
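Material: hepatitis C virus NS3 helicase domain fragment enzyme; measured by: Cy5 fluorescence, 0 and 60 min reads; control set: DMSO and thioflavine S; incubation: 60 min unwinding reaction at 25 °C after ATP addition; read-out basis: % inhibition from 60/0 min fluorescence ratio, DMSO 0%, thioflavine S 100%; repeats: singlicate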
VIM-2 inhibitor: blocks Pseudomonas aeruginosa VIM-2 metallo-beta-lactamase | 290,000 compounds, 0.89% hits | inhibition, % at 5.6 µM | purified VIM-2, nitrocefin hydrolysis, epi-absorbance fluorescence;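 active = inhibition above the mean of all tested compounds plus 3 SD, cutoff set per screening run, cut at about 7.5% in these data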;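 note: red hydrolysis product quenches plate fluorescence so inhibitors raise well fluorescence; 0% = enzyme with DMSO and 100% = DMSO without enzyme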
V1aR counter: activates human V1a receptor in oxytocin agonist counter-screen. P37288. activation, % at 3 µM. 320,000 compounds, 0.25% hits. CHO-V1R cells, Fluo-8 calcium fluorescence, agonist mode; 0% DMSO, 100% 3 nM vasopressin;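 active = activation above the mean activation of all tested compounds plus 3 SD, per screening run, cut at about 20% in these data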;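 note: signal is peak over basal fluorescence ratio across a 100 second FLIPR read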
DNA FID counter: fluorescent intercalator displacement, NS3 helicase counter-screen; 290,000 compounds, 0.17% hits; inhibition, % at 7.9 µM; DNA fluorescent intercalator displacement, fluorescence; in the data active = inhibition above about 37%;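 note: 0% = vehicle and 100% = reference compound; higher means more ethidium bromide displaced from hairpin DNA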
* hit, by the source's call; . = no result given. Outcome played no part in choosing rows; 4.3% or so of the library scored in one or more.

SMILES	GalR3 antagonist	PHOSPHO1 block	IMP-1 inhibitor	GPR7 antag	OXTR ag	HCV NS3 hel inh	VIM-2 inhibitor	V1aR counter	DNA FID counter
CCCNC(=S)N1CCC(C(=O)c2ccc(OC)cc2)CC1	-1.2	8.4	-3.6	-3.1	2.9	-7.3	-1.0	6.0	-9.3
CCC(CC)c1nnc(NC(=O)c2cc(C(=O)OC)cc([N+](=O)[O-])c2)s1	3.3	8.3	-2.5	8.5	1.6	0.8	-4.0	3.9	-6.8
CN1CCN(c2ccccc2NC(=O)c2ccccc2F)CC1	-5.5	17.7	1.2	5.9	0.2	21.6	0.6	0.7	15.5
O=C1Cn2c(nc3ccccc32)-c2ccccc2N1	2.5	4.4	-2.6	9.8	-0.8	3.7	-4.9	0.7	-2.7
COc1cc(CN2CCNC(=O)C2CC(=O)N2CCc3ccccc3C2)cc(OC)c1 (stereo unspecified)	-2.4	-5.9	0.2	7.8	0.7	-14.9	-0.5	0.8	-6.5
Cc1occc1-c1nnc(SCC(=O)NCCc2ccccc2)n1Cc1ccccc1	-5.9	45.3	-2.5	3.6	-1.4	-0.5	-2.4	0.4	-42.1
O=C(NCc1ccc(Cl)cc1)c1cc2ccccn2n1	.	-16.3	-3.2	11.0	-1.7	-0.1	-2.0	0.3	-5.8
CCc1ccccc1NC(=S)N1N=CCC1c1ccccc1 (stereo unspecified)	-4.8	52.8	-4.3	-12.9	-2.7	3.4	-4.2	-1.3	-11.0
Cc1cc(C)n2c(SCc3ccccc3Cl)nnc2n1	-4.1	25.7	-5.2	-2.1	-0.3	-2.4	-3.6	0.2	-15.2
COCC(=O)OCC(=O)c1cc(C)n(-c2ccc(Br)cc2)c1C	-3.5	20.3	-3.4	-0.6	-1.7	2.7	-3.8	0.9	-23.3
C=CCSc1ncccc1C(=O)NCc1ccc(C)cc1	-6.7	19.4	-0.6	-3.2	-1.6	-0.7	0.3	-0.8	-6.2
CN1CCN(CC(=O)N2N=C(c3cccs3)CC2c2ccco2)CC1 (stereo unspecified)	-0.2	9.3	-1.9	-10.3	-2.1	3.4	2.4	-0.8	-2.3
CCN(CC)C(=O)c1sc(N2C(=O)Nc3ccccc3N2O)c(C(=O)OC)c1C	-5.9	-7.3	-2.3	-18.6	-0.1	1.2	-1.1	0.8	-48.4
CC(NC(=O)C1CC2CCCC(C1)C2=O)c1ccccc1 (stereo unspecified)	-0.6	-2.4	-0.5	-2.2	-1.1	1.6	1.5	0.8	-6.2
C/C(Cl)=C\Cn1c(O)c(N=NC(N)=S)c2cc(Br)ccc21	-3.0	9.5	-0.5	5.8	-3.2	9.2	-2.2	-1.5	4.9
COc1cccc(C(C)NC(=O)C2CCCC2)c1 (stereo unspecified)	-2.2	18.9	-1.9	-13.0	0.3	1.7	0.8	-0.1	-3.1
Cc1ccc(Nc2nc(NCC3CCCO3)nc(N)c2[N+](=O)[O-])cc1C (stereo unspecified)	-0.1	0.1	-3.4	-7.6	1.0	-1.2	-1.3	1.1	2.8
CCC(CC)NC(=O)C1CCN(S(=O)(=O)c2cccs2)CC1	-2.0	39.5	-3.6	-7.6	-0.3	7.9	-3.6	-1.4	-4.6
CCOc1ccccc1CN1CCN(Cc2ccc(C)o2)CC1CCO (stereo unspecified)	1.6	20.0	-3.5	-4.5	-0.4	7.8	-2.2	0.9	2.7
Cc1nc(Cc2ccc(OC(C)C)cc2)[nH]c(=O)c1CC(=O)O	4.5	30.4	1.8	2.0	1.3	5.2	-2.6	0.9	-2.5
Cc1nc(C(F)(F)F)c(C(=O)N/N=C(\N)c2cccnc2)s1	0.6	36.2	-2.7	-10.4	1.5	2.9	-1.9	0.5	-0.3
Cc1ccccc1-n1cc(CNC(=O)CCc2nnc(CCc3ccccc3)o2)cn1	4.2	47.7	-3.2	-2.4	-1.6	-8.0	-3.3	-0.8	-29.5
CCc1nc(SCc2ccc(C(=O)OC)o2)c2c(=O)n(C)c(=O)n(C)c2n1	.	-5.3	3.0	-6.6	0.4	-3.2	-3.9	0.2	-2.9
Cc1cc2c(cc1S(=O)(=O)N1CCN(c3ccc(Cl)cc3)CC1)OCCN2C	.	-8.8	-0.5	-1.6	-1.6	-23.9	-0.1	-1.6	-30.2
Cc1c(C(=O)OCC(=O)N2CCCC2)cccc1[N+](=O)[O-]	-5.5	23.0	-2.6	-5.3	-0.6	7.8	-1.3	-0.4	-3.8
O=C(NN1C(=O)C2C3CCC(O3)C2C1=O)c1ccc(Cl)cc1 (stereo unspecified)	1.9	2.1	-4.0	-5.8	1.9	-3.3	-5.2	0.0	-0.5
Cc1cccn2cc(-c3cccc(S(=O)(=O)N4CCCCC4)c3)nc12	-1.8	46.5	-1.8	-16.9	-0.9	-4.3	-0.5	0.5	-33.2
CCN(CC)c1ccc(CC(=O)NC(C)Cc2ccccc2)cc1 (stereo unspecified)	-3.2	12.2	-1.6	-9.3	-2.3	0.5	-1.4	-0.8	-3.1
O=c1c(Cc2ccc(Cl)cc2)c(O)ccn1Cc1ccncc1	-3.6	55.7	-2.2	-2.5	-1.2	-1.1	-1.5	0.6	2.0
COc1ccc(C)cc1NC(=O)C1CC(=O)OC12CCCCC2 (stereo unspecified)	-6.7	11.6	0.3	-8.9	-0.8	0.7	-4.2	2.0	-4.3
Cn1nc(C(C)(C)C)cc1C(=O)NCc1cc(F)cc2c1OCOC2	95.4*	1.0	-2.6	0.5	10.0	-1.7	-2.3	7.8	-24.7
O=C(Nc1ccccc1C(=O)O)c1ccc(N2C(=O)C3CC=CCC3C2=O)cc1 (stereo unspecified)	-7.7	47.9	-3.6	-9.3	0.5	16.0	-0.1	-0.6	-34.4
C=C(C)C1CC=C(C)/C(=N\NC(=O)CNc2ccccc2OC)C1 (stereo unspecified)	-2.0	3.0	0.0	-10.5	-0.9	-5.3	-5.3	-1.4	-9.2
Cc1ccccc1NC(=O)N1C2CCCC1CC(NC(=O)C1CC1)C2 (stereo unspecified)	-4.8	38.2	0.4	9.9	-1.2	-4.3	-3.3	-0.3	2.8
O=S(=O)(Nc1cccc2cccnc12)c1ccc(S(=O)(=O)N2CCCC2)cc1	3.3	0.2	-1.8	6.6	1.7	-16.7	-5.1	1.7	-22.8
COc1ccc(Cl)cc1N(CC(=O)Nc1ccc2c(c1)OCO2)S(C)(=O)=O	0.1	69.2*	-2.8	0.8	2.0	-2.6	-2.3	2.2	-11.4
CCOC(CNc1ncnc2sc(-c3ccccc3)cc12)OCC	-11.9	23.3	-2.0	2.4	-2.5	-6.8	3.0	0.2	-26.2
O=C(O)c1ccc2cccnc2n1	-4.9	-10.2	-1.2	-8.1	-0.6	-22.4	-1.3	0.4	2.5
Cc1cc2c(c(=O)n1CCc1ccccc1)C(c1ccco1)C(C#N)=C(N)O2 (stereo unspecified)	-4.9	11.3	-1.9	1.9	1.7	11.6	-1.2	1.3	-13.4
Cc1cc(C)c(S(=O)(=O)c2c(C)cccc2C)c(Cl)n1	-5.9	4.1	-2.3	-11.4	-1.0	9.6	-3.2	-0.6	-17.9
COc1cccc(-c2nnc(SCc3ccccn3)n2C)c1	-3.7	-40.4	-3.5	-5.0	0.3	-5.1	-0.6	0.2	-7.4
CCCCC(Nc1ncnc2ccccc12)C(=O)O (stereo unspecified)	0.9	16.4	0.1	22.8*	-0.2	1.7	0.5	0.1	-3.8
O=C(NN1C(=O)/C(=C/C=C/c2ccco2)SC1=S)c1ccccc1O	-3.9	85.9*	1.4	-14.6	0.1	34.0	1.1	2.3	-0.8
COc1ccc(CCNC(=O)Cn2c(=O)c3cccn3c3cccnc32)c(OC)c1OC	-1.5	47.5	-0.8	-10.8	0.4	3.5	0.4	0.7	-26.6
CCOc1ccc(Nc2nc(C)cc(C)c2C#N)cc1	-3.2	-37.7	-2.7	-2.3	-2.6	-2.5	-2.1	-0.8	-1.3
Cc1cc(Sc2ncnc(N)c2[N+](=O)[O-])ncn1	.	38.5	-2.5	-2.0	-0.6	-3.3	0.7	0.0	-5.4
Cc1ccccc1NC(=O)C(=O)N/N=C/c1cccc(Br)c1	-2.8	-10.6	-1.0	-7.2	-2.2	16.8	-4.2	-0.7	-12.3
CC(C)(C)c1ccc(OCC(=O)NC2CCS(=O)(=O)C2)cc1 (stereo unspecified)	-4.8	-32.0	-2.9	-12.4	1.1	0.4	-0.4	0.6	-9.1
O=C(CSc1cccc(C(F)(F)F)c1)N1CCN(S(=O)(=O)c2ccccc2)CC1	-2.6	-64.4	0.8	34.0*	8.4	4.8	1.0	5.5	-28.8
COc1ccc(CN2CCNC(=O)C2CC(=O)NCC(C)(C)N2CCOCC2)cc1C (stereo unspecified)	-9.3	17.0	-0.1	-6.5	-1.0	3.0	2.5	-0.5	5.3

11 of the compounds above, as comma-separated lines:
mol,GalR3 antagonist,PHOSPHO1 block,IMP-1 inhibitor,GPR7 antag,OXTR ag,HCV NS3 hel inh,VIM-2 inhibitor,V1aR counter,DNA FID counter
O=C(O)c1ccc2cccnc2n1,-4.9,-10.2,-1.2,-8.1,-0.6,-22.4,-1.3,0.4,2.5
Cc1cc2c(c(=O)n1CCc1ccccc1)C(c1ccco1)C(C#N)=C(N)O2 (stereo unspecified),-4.9,11.3,-1.9,1.9,1.7,11.6,-1.2,1.3,-13.4
Cc1cc(C)c(S(=O)(=O)c2c(C)cccc2C)c(Cl)n1,-5.9,4.1,-2.3,-11.4,-1.0,9.6,-3.2,-0.6,-17.9
COc1cccc(-c2nnc(SCc3ccccn3)n2C)c1,-3.7,-40.4,-3.5,-5.0,0.3,-5.1,-0.6,0.2,-7.4
CCCCC(Nc1ncnc2ccccc12)C(=O)O (stereo unspecified),0.9,16.4,0.1,22.8*,-0.2,1.7,0.5,0.1,-3.8
O=C(NN1C(=O)/C(=C/C=C/c2ccco2)SC1=S)c1ccccc1O,-3.9,85.9*,1.4,-14.6,0.1,34.0,1.1,2.3,-0.8
COc1ccc(CCNC(=O)Cn2c(=O)c3cccn3c3cccnc32)c(OC)c1OC,-1.5,47.5,-0.8,-10.8,0.4,3.5,0.4,0.7,-26.6
CCOc1ccc(Nc2nc(C)cc(C)c2C#N)cc1,-3.2,-37.7,-2.7,-2.3,-2.6,-2.5,-2.1,-0.8,-1.3
Cc1cc(Sc2ncnc(N)c2[N+](=O)[O-])ncn1,.,38.5,-2.5,-2.0,-0.6,-3.3,0.7,0.0,-5.4
Cc1ccccc1NC(=O)C(=O)N/N=C/c1cccc(Br)c1,-2.8,-10.6,-1.0,-7.2,-2.2,16.8,-4.2,-0.7,-12.3
CC(C)(C)c1ccc(OCC(=O)NC2CCS(=O)(=O)C2)cc1 (stereo unspecified),-4.8,-32.0,-2.9,-12.4,1.1,0.4,-0.4,0.6,-9.1
